Source: PubChem BioAssay (National Center for Advancing Translational Sciences (NCATS))
Epigenetic reg – Quantitative High-Throughput Screen for Regulators of Epigenetic Control. murine LDR cells, GFP reporter derepression, 30 h. Potency, µM (doses to about 53.9 µM), without a hit: top-dose GFP activation, usual class: activators. 0.2% of 280,000 active. AID 1865, 2009; also: % of control where 0% means no effect; nearly all actives have a fitted effect of over 60% in size
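Derepression of a silenced CMV-GFP reporter in murine LDR cells is scored by enumerating GFP-positive cells with a laser-scanning microplate cytometer after 30 hours of treatment at 37 C.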
NPSR antagonist – qHTS Assay for Antagonists of the Neuropeptide S Receptor: cAMP Signal Transduction. 1% of 220,000 active. CHO-NPSR cells, cAMP TR-FRET, antagonist mode. Potency, µM (series often up to 38.3 µM), for the others: at the top dose activity change, negative = inhibition, most hits filed as inhibitors; also: % is scaled to controls: 0 for no effect and ±100 for the full control effect; nearly all actives have a fitted effect of over 50% in size; many of its hits are not listed in these tables
Target sequence (Q6W5P4 whole entry, looked up): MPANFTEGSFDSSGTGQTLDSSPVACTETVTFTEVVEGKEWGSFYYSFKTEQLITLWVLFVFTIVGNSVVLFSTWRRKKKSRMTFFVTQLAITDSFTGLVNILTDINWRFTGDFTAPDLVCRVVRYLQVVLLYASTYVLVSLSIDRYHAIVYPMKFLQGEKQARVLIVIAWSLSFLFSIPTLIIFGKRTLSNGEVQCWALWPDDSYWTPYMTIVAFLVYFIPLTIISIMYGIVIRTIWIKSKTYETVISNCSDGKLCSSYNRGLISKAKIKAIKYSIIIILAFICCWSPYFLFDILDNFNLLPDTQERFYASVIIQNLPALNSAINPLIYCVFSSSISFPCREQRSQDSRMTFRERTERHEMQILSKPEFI
JMJD2E inh – qHTS Assay for Inhibitors of Human Jumonji Domain Containing 2E (JMJD2E); Lysine-specific demethylase 4E (Homo sapiens), B2RXH2; JMJD2E catalytic domain, FDH-coupled NADH fluorescence (FDH is formaldehyde dehydrogenase); Potency, µM (highest dose often 57.1 µM), for inactives: top-dose activity change, negative = inhibition, hits mostly inhibitors; 1.6% of 230,000 active; AID 2147, 2009; active = well fitted inhibition curve with a large enough effect, not every such curve was filed as active; inconclusive = small, poorly fitted or top-dose-only effect, or another doubt; inactive = no such curve, though single readings can be large or run the other way;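 also: 0% = wells with enzyme and -100% = buffer wells without enzyme; nearly all actives have a fitted effect of over 50% in size; many of its hits are not listed in these tables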
Target sequence (B2RXH2 1-337 limits assumed): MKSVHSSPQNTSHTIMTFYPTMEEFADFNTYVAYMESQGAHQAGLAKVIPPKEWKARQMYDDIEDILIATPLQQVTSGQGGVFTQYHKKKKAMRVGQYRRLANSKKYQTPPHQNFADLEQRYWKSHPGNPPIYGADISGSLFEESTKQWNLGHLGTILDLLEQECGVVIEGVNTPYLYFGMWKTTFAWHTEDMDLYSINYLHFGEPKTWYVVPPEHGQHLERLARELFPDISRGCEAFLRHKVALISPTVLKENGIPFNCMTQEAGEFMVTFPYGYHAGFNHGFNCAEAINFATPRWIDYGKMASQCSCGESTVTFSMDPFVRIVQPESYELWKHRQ
RECQ1 inh – qHTS Assay for Inhibitors of RecQ-Like Dna Helicase 1 (RECQ1); ATP-dependent DNA helicase Q1 (Homo sapiens), P46063; RECQ1 DNA unwinding, red fluorescence kinetic read; Potency, µM (series often up to 57.3 µM), for the others: top-dose activity, negative = inhibition, hits mostly inhibitors; 0.54% of 240,000 active;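 also: plate controls were vehicle for no effect and no enzyme for full effect; nearly all actives have a fitted effect of over 30% in size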
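50 nM RECQ1T1 preincubated 15 min with compound in Tris pH 8.0 buffer with MgCl2, DTT, Tween-20 and 2.5 ug/ml poly(dI-dC); started with 200 nM TAMRA/BHQ-2 forked duplex and 2 mM ATP. Unwinding read as fluorescence (525/598 nm), two reads 2 h apart.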
KinaseGlo FLuc – Counterscreen for Luciferase (Kinase-Glo TM) Inhibition. Potency, µM (highest dose often 38.3 µM), for inactives: at the highest dose activity change, negative = inhibition, usual class: inhibitors. Luciferin 4-monooxygenase (Photuris pensylvanica), Q27757. Kinase-Glo luciferase, ATP luminescence, 8 min. 0.28% of 200,000 active; also: % is scaled to controls: 0 for no effect and ±100 for the full control effect; nearly all actives have a fitted effect of over 60% in size
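Luminescence was the read-out, taken after 8-minute incubation at ambient temperature. Luciferase turned over luciferin with 10 uM ATP in imidazole pH 7.2 buffer containing KCl, MgCl2, Tween 20 and BSA.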
GoLoco inh red – qHTS Assay for Inhibitors of RGS12 GoLoco Motif Activity (Red Fluorophore) | Guanine nucleotide-binding protein G(i) subunit alpha-1 (Homo sapiens), P63096 | Gai1:RGS12 GoLoco peptide FP, rhodamine, 10 min | Potency, µM (titrated, usually from 61.6 µM), for the others: at the highest dose activity, negative = inhibition, actives largely listed as inhibitors | 0.44% of 230,000 active | AID 880, 2007; active = well fitted inhibition curve with a large enough effect, not every such curve was filed as active; inactive = no such curve, though single readings can be large or run the other way; also: % is scaled to controls: 0 for no effect and ±100 for the full control effect; nearly all actives have a fitted effect of over 30% in size; many of its hits are not listed in these tables
Target sequence (P63096 whole entry, looked up): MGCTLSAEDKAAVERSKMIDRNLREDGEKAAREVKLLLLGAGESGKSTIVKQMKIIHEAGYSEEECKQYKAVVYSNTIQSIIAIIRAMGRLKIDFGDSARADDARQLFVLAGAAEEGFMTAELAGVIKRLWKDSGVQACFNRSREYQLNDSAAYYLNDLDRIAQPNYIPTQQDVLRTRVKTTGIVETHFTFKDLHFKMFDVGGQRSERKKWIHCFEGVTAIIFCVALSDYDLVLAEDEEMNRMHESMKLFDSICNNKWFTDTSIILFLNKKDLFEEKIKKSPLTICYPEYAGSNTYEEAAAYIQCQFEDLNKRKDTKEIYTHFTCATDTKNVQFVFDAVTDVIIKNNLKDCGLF
IMPase Li inh – qHTS Assay for Identifying the Cell-Membrane Permeable IMPase Inhibitors: Potentiation with Lithium | 0.35% of 210,000 active | AID 1457, 2008 | CHO-M1 cells, IP1 TR-FRET (IP-One), carbachol + lithium | Potency, µM (top dose mostly 59.4 µM), for the others: top-dose activity, negative = IMPase inhibition, most hits filed as inhibitors;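 also: IP1 builds up when IMPase is blocked and the TR-FRET signal falls; plate controls were basal vehicle for no effect and high inhibitor control for full effect; nearly all actives have a fitted effect of over 50% in size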
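Lithium-sensitised IP1 accumulation assay; M1-expressing CHO cells treated 30 min at 37C with compound. Competitive antibody detection by time-resolved FRET followed a 10 min room-temperature lysis step.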
SMN2 splice up – qHTS Assay for Enhancers of SMN2 Splice Variant Expression. HEK293 SMN2-luciferase splicing reporter, luminescence, 30-36 h. Potency, µM (top dose mostly 46.1 µM), inactives show top-dose activity change, positive = activation, most hits filed as activators. 2.8% of 210,000 active. AID 1458, 2008; also: % of control where 0% means no effect; nearly all actives have a fitted effect of over 55% in size
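qHTS luciferase splicing reporter: luminescence rises when SMN2 exon 7 is included in transfected HEK293 cells. Compound exposure lasted 30-36 h at 37C, with 4.5 mM final sodium butyrate as control, followed by a ONE-Glo read.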
* hit, by the source's call; i = inactive; ? = inconclusive; nt = no result given; & = joins results of further samples; [ ] = another dose, or the depositor's remark. Unless noted, calls follow the shape of the dose curve; as a rule, active = well fitted curve in the direction sought with a large enough effect; inconclusive = small, poorly fitted or top-dose-only effect, or another doubt; inactive = no such curve, though single readings can be large; an effect the other way counts as inactive or inconclusive. Potency is read from the fitted curve at half-maximal effect. A portion of the library; the hit share may differ from the screen's.

Key to letters: A = Epigenetic reg; B = NPSR antagonist; C = JMJD2E inh; D = RECQ1 inh; E = KinaseGlo FLuc; F = GoLoco inh red; G = IMPase Li inh; H = SMN2 splice up
CN(C)CCNC(=O)Nc1ccc(Cl)c(Cl)c1
  A: -1.2%	B: 4%[46.1 µM]	C: 2%	D: -8%	E: -1%	F: -4%	G: 1%[38.3 µM]	H: -5%

COc1cccc2c1OC1(C)CC2NC(=O)N1Cc1ccccc1 (stereo not given)
  A: -1.0%	B: -2%[46.1 µM]	C: 3%	D: 4%	E: -3%	F: 4%	G: 22%[38.3 µM]	H: 18%

CC(C)C(C(=O)OCC(=O)c1ccccc1)N1C(=O)C2C3C=CC(C3)C2C1=O (stereo not given)
  A: 3.2%	B: -2%	C: 7%	D: i	E: 1%	F: -6%	G: 7%	H: -8%

CCOC(=O)c1ccc(NC(=S)N(CCCN2CCN(CC)CC2)Cc2cccs2)cc1
  A: -1.7%	B: -9%	C: 4%	D: -2%	E: -4%	F: 17%	G: 24%	H: -33%[inhibitor]

COc1ccc(O)c(CN2CCN(C/C=C/c3ccccc3)CC2)c1
  A: -4.5%	B: 0%[46.1 µM]	C: -7%	D: -7%	E: -6%	F: 8%	G: 8%[38.3 µM]	H: -1%

Cn1cc(C(=O)NCC2COc3ccccc3O2)c(=O)c2cc(S(=O)(=O)N3CCCCC3)ccc21 (stereo not given)
  A: 1.5%	B: -26%[46.1 µM]	C: ?	D: -14%	E: 2%	F: 7%	G: 27%[38.3 µM]	H: 20%

Cc1ccccc1NC(=O)CSc1nc2ccccc2c2nc(CCn3cncc3C)nn12
  A: 0.0%&0.0%	B: 19%	C: 2%	D: 2%	E: -1%	F: 12%	G: 6%	H: 7%

Oc1[nH]c2ccc(Br)cc2c1N=Nc1nn[nH]n1
  A: 3.8%	B: -17%	C: -5%	D: -2%	E: nt	F: 11%	G: nt	H: nt

COc1cccc(-c2nn(-c3ccccc3)cc2CN(C)Cc2ccon2)c1
  A: 2.1%	B: 56%	C: -26%	D: -12%	E: -8%	F: 15%	G: 13%	H: nt

COC(=O)C1CCN(C(=O)NC(C)(C)C)CC1
  A: -1.1%	B: -5%[46.1 µM]	C: 7%	D: 4%	E: 3%	F: 4%	G: 26%[38.3 µM]	H: ?

CCCN(CCC)c1ccc(C(O)c2nnc(-c3ccccc3)o2)cc1 (stereo not given)
  A: 2.6%	B: -9%	C: 2%	D: i	E: 1%	F: 5%	G: 1%	H: -66%[inhibitor]

N#CC(C(=O)NCCc1ccccc1)c1nc2ccccc2nc1N1CCCCC1 (stereo not given)
  A: 4.3%	B: -19%[46.1 µM]	C: 25%	D: 6%	E: -3%	F: 4%	G: 8%[38.3 µM]	H: -14%

O=C(NCC1c2ccccc2CCN1C(=O)CN1CCOCC1)C1CCCCC1 (stereo not given)
  A: -1.1%	B: ?	C: 4%	D: i	E: 1%	F: 6%	G: -10%[38.3 µM]	H: 8%

Cc1ccc2cc(C#N)c(NCc3ccccc3)nc2c1
  A: 0.0%	B: -11%	C: 18%	D: 6%	E: -1%	F: 10%	G: 8%	H: nt

CNCC(O)Cn1c2c(c3ccccc31)CCCC2 (stereo not given)
  A: 0.0%	B: 3%	C: 4%	D: 20%	E: 3%	F: 6%	G: -4%	H: -26%

O=C1OCC2=C1C(c1ccc(F)cc1)CC(=O)N2c1ccc(F)cc1 (stereo not given)
  A: 0.2%	B: 4%	C: -11%	D: -14%	E: 0%	F: 9%	G: 5%	H: -5%

Cc1c(O)ccc(NS(=O)(=O)c2ccccc2)c1C
  A: 4.9%	B: 16%	C: 2%	D: i	E: 1%	F: -6%	G: 4%	H: -8%

COc1ccc2c(c1OC)C(=O)N(c1cccc(C)c1)C2=O
  A: -0.1%	B: -26%[46.1 µM]	C: -2%	D: -12%	E: -3%	F: 2%	G: 0%[38.3 µM]	H: -10%

O=c1[nH]nc(-c2ccc(F)cc2)cc1Cc1ccc(F)cc1
  A: -1.8%	B: 5%	C: 6%	D: -1%	E: nt	F: -5%	G: nt	H: nt

Cc1cc(C(F)(F)F)nn1Cc1n[nH]c(=S)n1-c1ccc(F)cc1
  A: 1.1%	B: 3%	C: ?	D: i	E: -3%	F: -17%	G: -2%	H: 5%

CC(=O)Oc1cccc(N2C(=O)C3C(C2=O)C2C=CC3C23CC3)c1 (stereo not given)
  A: 0.7%	B: -7%[46.1 µM]	C: 6%	D: -7%	E: 1%	F: -14%	G: -7%[38.3 µM]	H: 14%

CCCCc1ccc(-c2csc(/C(C#N)=C\c3ccco3)n2)cc1
  A: 1.9%	B: -3%	C: -3%	D: -6%	E: 4%	F: 38%[activator]	G: 12%	H: -25%

COc1ccc(C(=O)Nc2nncs2)cc1S(=O)(=O)N1CC(c2ccccc2)CC1=O (stereo not given)
  A: 1.7%	B: -26%[46.1 µM]	C: 0%	D: -11%	E: 4%	F: 87%[activator]	G: 9%[38.3 µM]	H: 13%

COc1ccc(-n2c(SCC(=O)Nc3nccs3)nnc2-c2ccoc2C)cc1
  A: 0.1%	B: -13%[46.1 µM]	C: -2%	D: -14%	E: -4%	F: 5%	G: 31%[38.3 µM]	H: 4%

Oc1c(C(Nc2nc3ccccc3s2)c2ccco2)ccc2cccnc12 (stereo not given)
  A: -0.2%	B: -13%[46.1 µM]	C: ?	D: -4%	E: 13%	F: 10%	G: 4%[38.3 µM]	H: -99%

Next section, overlapping the part above by 2 compounds.
Key to letters: A = Epigenetic reg; B = NPSR antagonist; C = JMJD2E inh; D = RECQ1 inh; E = KinaseGlo FLuc; F = GoLoco inh red; G = IMPase Li inh; H = SMN2 splice up
COc1ccc(-n2c(SCC(=O)Nc3nccs3)nnc2-c2ccoc2C)cc1
  A: 0.1%	B: -13%[46.1 µM]	C: -2%	D: -14%	E: -4%	F: 5%	G: 31%[38.3 µM]	H: 4%

Oc1c(C(Nc2nc3ccccc3s2)c2ccco2)ccc2cccnc12 (stereo not given)
  A: -0.2%	B: -13%[46.1 µM]	C: ?	D: -4%	E: 13%	F: 10%	G: 4%[38.3 µM]	H: -99%

CCOC(=O)c1ccc(NC(=O)CSc2nnc(COc3ccccc3OC)n2CC)cc1
  A: -2.8%	B: 2%[46.1 µM]	C: 2%	D: -1%	E: -5%	F: 5%	G: -19%[38.3 µM]	H: 1%

Cc1cc2nc(C3CCCN(C(=S)Nc4ccccc4)C3)[nH]c2cc1C (stereo not given)
  A: 1.0%	B: -1%[46.1 µM]	C: 31%[activator]	D: -6%	E: -3%	F: 9%	G: 0%[38.3 µM]	H: 2%

O=S(=O)(Nc1nc2ccccc2nc1Nc1ccc2c(c1)OCO2)c1ccc(F)cc1
  A: -0.9%	B: -2%[46.1 µM]	C: 9%	D: -2%	E: nt	F: nt	G: nt	H: nt

Cc1ccc(Cn2c(=N)n(CC(=O)c3ccc([N+](=O)[O-])cc3)c3ccccc32)cc1
  A: ?	B: ?	C: -3%	D: -10%	E: 4%	F: 9%	G: -4%	H: -33%[inhibitor]

Fc1ccc(C2CCCN2Cc2nc(Cc3ccccc3)no2)cc1 (stereo not given)
  A: -2.2%	B: 34%	C: -7%	D: i	E: 2%	F: 4%	G: 7%	H: nt

O=C(NCCN1CCOCC1)c1ccc2c(c1)N(Cc1ccccc1F)C(=O)CS2
  A: -0.9%	B: -2%[46.1 µM]	C: 5%	D: i	E: 0%	F: 10%	G: 23%[38.3 µM]	H: 13%

N#Cc1c(NC(=O)c2cnccn2)sc2c1CCCC2
  A: 1.9%	B: -11%	C: ?	D: -1%	E: -3%	F: 5%	G: -1%	H: 10µM*

O=C(/C=C/c1ccccc1)C1=C(O)C(=O)N(CCO)C1c1ccccc1[N+](=O)[O-] (stereo not given)
  A: -1.6%	B: -1%	C: ?	D: i	E: 2%	F: 16%	G: 8%	H: 13%

COc1cc2c(C(=O)NCCCOC(C)C)cn(CC(C)C)c(=O)c2cc1OC
  A: 1.1%	B: -7%[46.1 µM]	C: ?	D: -12%	E: 0%	F: 6%	G: 13%[38.3 µM]	H: 7%

CCCCCCC1CC(CC(=O)Nc2ccc([N+](=O)[O-])cc2)C(=O)O1 (stereo not given)
  A: 1.1%	B: -33%	C: 10%	D: -11%	E: -1%	F: -11%	G: 10%	H: 0%

CCCCN(CC)CCCNC(=O)CN1C(=O)CSc2ccc(S(=O)(=O)N3CCOCC3)cc21
  A: 0.7%&3.1%	B: 0%	C: -1%	D: i	E: 0%	F: -1%	G: 0%	H: -2%

COc1ccc(NC(=S)N2CCN(CCN3C(=O)c4cccc5cccc(c45)C3=O)CC2)cc1
  A: 2.3%	B: 17%	C: -25%	D: 3%	E: 1%	F: 9%	G: 9%	H: ?

COc1cccc(C=Nc2ccc3c(c2)OCCO3)c1O
  A: -0.8%	B: -15%[46.1 µM]	C: -6%	D: 5%	E: 7.9µM*	F: 9%	G: 17%[38.3 µM]	H: 19%

O=C(NCc1ccccc1)C(=O)Nc1nc(C23CC4CC(CC(C4)C2)C3)cs1
  A: 0.0%	B: -5%[46.1 µM]	C: 0%	D: -1%	E: 0%	F: 6%	G: 1%	H: -14%

COC(=O)C1SCC2C(=O)N(Cc3cccc(C)c3)CC(=O)N21 (stereo not given)
  A: 1.1%	B: 3%	C: 0%	D: 0%	E: 0%	F: 5%	G: -8%	H: 0%

CCC(C)[C@H](NC(=O)NCc1cccnc1)C(=O)OC (stereo not given in full)
  A: -0.3%	B: -17%	C: 6%	D: -4%	E: nt	F: 2%	G: nt	H: nt

Arranged by the number under GoLoco inh red (low to high): some entries from above.
SMILES	GoLoco inh red
Fc1ccc(C2CCCN2Cc2nc(Cc3ccccc3)no2)cc1 (stereo not given)	4%
Cc1cc2nc(C3CCCN(C(=S)Nc4ccccc4)C3)[nH]c2cc1C (stereo not given)	9%
O=C(/C=C/c1ccccc1)C1=C(O)C(=O)N(CCO)C1c1ccccc1[N+](=O)[O-] (stereo not given)	16%
